Screens from PubChem.
SRC1 TRFRET art – TR-FRET detection interference compounds, primary screen, artefact control for PPARgamma SRC-1 recruitment agonists, biochemical, TR-FRET emission ratio; TR-FRET detection artefact counter-screen; stronger effect = higher value; TR-FRET ratio at 8 µM; hit rate 0.34% among 99,000; in the data active = TR-FRET ratio above about 2300; note: inactives centre near 1800
SRC3 TRFRET art – TR-FRET detection interference compounds, artefact control for PPARgamma SRC-3 recruitment agonists, biochemical, TR-FRET ratio. TR-FRET ratio at 8 µM. TR-FRET artefact counter-screen, PPARgamma/SRC-3 format; stronger effect = higher value. hit rate 0.39% among 99,000. AID 1048, 2008; in the data active = TR-FRET ratio above about 2000; note: inactives centre near 1600
* marks the source's active call; other numbers are inactive results.

smiles,SRC1 TRFRET art,SRC3 TRFRET art
Cn1c(=O)c(C(=O)Nc2ncccn2)c(O)c2ccccc21,1528,1410
CCc1nnc(/N=C/c2c(O)n(-c3ccc(Cl)cn3)c(=O)c3ccccc23)s1,1761,1604
CCC(=O)c1c(NC)cc(C)oc1=O,1622,1553
CCOC(=O)N1CCN(Cc2nc(N)nc(Nc3ccc(C)cc3C)n2)CC1,1855,1672
Cc1cc(NC(=O)c2ccc(F)cc2)n(-c2ccccn2)n1,1983,1584
CCCc1cc(C(=O)OC)c(NC(=O)CCCC(=O)O)s1,1819,1554
COc1ccc(N2CCN(C(=O)Cn3nnc(-c4ccc(N(C)C)cc4)n3)CC2)cc1,2084,1645
Cc1ccc([N+](=O)[O-])cc1S(=O)(=O)NCCc1c(C)[nH]c2c(C)cccc12,1815,1491
COc1ccc(NS(=O)(=O)c2cc(NC(=O)CNC(=O)c3cccc(OC)c3)ccc2C)cc1,1559,1502
OCC1(CCCc2ccccc2)CCN(Cc2ccc(F)cc2)CC1,1715,1588
Cc1cc(C)c2nc(SCC(=O)NNC(=O)c3ccco3)c(C)cc2c1,1708,1430
O=C(Nc1ncc(Cc2ccccc2Cl)s1)c1ccc(-c2cccc([N+](=O)[O-])c2)o1,2184,1581
CCOC(=O)C1(C(F)(F)F)N=C(C(F)(F)F)Nc2cc(C)c(C)cc21 (centres undefined),2018,1773
C=CCNC(=O)/C(=C/c1cccc([N+](=O)[O-])c1)NC(=O)c1ccccc1,1948,1724
O=c1c2ccccc2ncn1-c1ccccc1C(F)(F)F,1629,1780
Fc1ccc2c(c1)C(c1cccnc1)=NNC(c1cccs1)=N2,1735,1591
CC1C(Br)C(=O)NC(=O)N1Cc1ccccc1 (centres undefined),1910,1625
COc1ccccc1/C=C(/C(=O)OCC(=O)Nc1ccc(N(C)C)cc1)c1ccccc1,1791,1450
NCCCC[C@@H]1NC(=O)[C@H](CCC(=O)O)NC(=O)c2cc([N+](=O)[O-])cc(I)c2SC[C@@H](C(=O)NCC(N)=O)NC1=O,1673,1419
CC(=O)n1cc([C@@H]2C=C(C(=O)N3CCOCC3)O[C@H](OCc3ccc(CO)cc3)C2)c2ccccc21,1758,1492
COc1ccc(NC(=O)Cn2nnc(C(=O)NCCc3ccc(OC)c(OC)c3)c2N)c(OC)c1,1489,1480
COc1cc(NC(=O)COC(=O)Cc2ccc(-c3ccccc3)cc2)cc(OC)c1,1721,1575
CCc1cc(SC#N)cc(CC)c1NC(=O)CCl,1632,1479
COc1cccc(NC(=O)Cn2c3ccccc3c3nc4n(c(=O)c32)CCS4)c1,2010,1717
COc1ccc(OC)c(NC(=O)C2=C(C)Nc3ncnn3C2c2cccs2)c1 (centres undefined),1678,1762

(listing goes on)
smiles,SRC1 TRFRET art,SRC3 TRFRET art
Cc1nonc1CN(C)C(=O)CC1C(=O)NCCN1Cc1c(F)cccc1Cl (centres undefined),1701,1656
CCC1Oc2ccccc2N(CC(=O)NCc2cccs2)C1=O (centres undefined),1816,1720
CC[N+]1(CC)CC2CCC(C)(C1)C2(C)C (centres undefined),1835,1480
CCc1nnc(NC(=O)Cc2cc(OC)c(OC)c(OC)c2)s1,1790,1309
Cc1cc(C(=O)Cn2cc(C(F)(F)F)ccc2=O)c(C)n1-c1ccccc1,1789,1251
CCOc1ccccc1-c1nc2c(C(C)(C)C)nn(C)c2c(=O)[nH]1,1620,1298
CCN(CC)S(=O)(=O)c1cccc(NC(=O)COC(=O)/C=C/c2ccco2)c1,1928,1665
CCOC(=O)N/N=C/c1cc(OC)c(O)c(OC)c1,1875,1766
Cc1cc(C)nc(Nc2ncc(O)n2-c2ccc(Br)cc2)n1,1839,1597
CCN(C(=O)COC(=O)c1cc(-c2cccc3ccccc23)nc2ccccc12)C1CCS(=O)(=O)C1 (centres undefined),2115,2078*
Cc1oc(-c2cccc(Cl)c2)nc1CSc1nc2c(c(=O)[nH]1)CCC2,1879,1590
O=c1[nH]c2ccc(S(=O)(=O)NCc3ccccc3)cc2[nH]1,1768,1295
COc1cccc(N2CC(C(=O)Nc3nnc(SCc4cccnc4)s3)CC2=O)c1 (centres undefined),2066,1544
Cc1ccc(Nc2nc3ccccc3s2)c(C)c1,1626,1343
COC(=O)CN(c1ccccc1F)S(=O)(=O)c1ccccc1,1921,1674
CCN(CC1COc2ccccc2O1)C(=S)NCCCN(C)C (centres undefined),1543,1542
COc1cccc(C(=O)c2c[nH]c(C(=O)NCc3cccnc3)c2)c1,1689,1745
COCCn1c(N)c(N(Cc2ccccc2)C(=O)C2CCCCC2)c(=O)[nH]c1=O,1656,1652
NC(=O)C1CCN(c2ccc(C(F)(F)F)cn2)CC1,1913,1566
N/C(=N\OC(=O)c1cccc([N+](=O)[O-])c1)c1ccccn1,1837,1553
O=C(Cc1cccs1)NC1CCCC1,1497,1661
Cc1ccc2nc(-c3cccnc3)c(Nc3ccccc3C)n2c1,1640,1607
O=C(CSc1nnc(SCc2ccccc2)s1)N/N=C/C=C/c1ccco1,1690,1442
COc1ccc(NC(=O)CN(C)CC(=O)Nc2ccc(N3CCOCC3)cc2)c([N+](=O)[O-])c1,1808,1540
COc1cc(C(C)=O)ccc1OCCN1CCC(Cc2ccccc2)CC1,1671,1601

Remaining list, next part.
canonical_smiles | SRC1 TRFRET art | SRC3 TRFRET art
CCN(CC)S(=O)(=O)c1ccc(NN)nc1 | 1834 | 1652
CNCc1ccccc1OCc1ccccc1F | 1599 | 1597
CCN(CC)C(=O)C1CCCN(Cc2ccc(OC)c(C)c2C)C1 (centres undefined) | 1890 | 1833
CCN(CC)C(=O)Oc1ccc(OC(=O)N(CC)CC)cc1 | 1842 | 1561
CCNc1nc2nc3ccc(C)cn3c(=O)c2cc1C(=O)NCC1CCCO1 (centres undefined) | 1886 | 1578
Cc1ccc(S(=O)(=O)Nc2cc(C(F)(F)F)ccc2N2CCOCC2)cc1 | 1506 | 1605
Cn1nnnc1SCC(=O)Nc1nn(-c2ccccc2)nc1C(N)=O | 1891 | 1783
COc1ccc(/C=C/C(=O)OCC(=O)Nc2cccc(C(C)=O)c2)cc1 | 1940 | 1601
Cc1c(-n2c(SC(C)C(=O)NC(N)=O)nc3ccccc3c2=O)c(=O)n(-c2ccccc2)n1C (centres undefined) | 1753 | 1475
O=[N+]([O-])c1ccccc1-c1cc(-c2ccccc2O)n[nH]1 | 1697 | 1524
O=C(NCc1ccccc1)c1n[nH]nc1-c1ccccc1O | 1684 | 1429
COC1=C(Nc2ccccc2)C(=O)c2ccccc2C1=O | 1737 | 1540
C/C(Cn1nnc2ccccc21)=N/OC(=O)c1c(F)cccc1F | 1766 | 1778
O=C(Nc1nc(-c2ccc(-c3ccccc3)cc2)cs1)c1cnccn1 | 1813 | 1456
O=[N+]([O-])c1ccc(NCCNS(=O)(=O)c2ccccc2)cc1 | 1667 | 1364
CC(c1ccccc1)C1OCC(C[N+]2(C)CCCCC2)O1 (centres undefined) | 1485 | 1409
CC1CN(C(=O)C(C)N2C(=O)c3ccccc3C2=O)CC(C)O1 (centres undefined) | 1438 | 1732
CC(=O)/C=C/n1c(=S)oc2ccccc21 | 1795 | 1526
COCCNC(=O)Nc1ccc2nc(-c3ccco3)c(-c3ccco3)nc2c1 | 1674 | 1495
C/C(=N\NC(=O)CSc1nc2ccccc2[nH]1)c1ccncc1 | 2031 | 1541
O=C(CN1CCN(S(=O)(=O)c2ccc(Cl)cc2)CC1)Nc1ccc(N2CCOCC2)cc1 | 1710 | 1770
CCOC(=O)C1=NN(C(=O)Cc2ccccc2)C(O)(C(C)(C)C)C1 (centres undefined) | 1603 | 1459
CCn1cc(C(=S)N2CCC(C(N)=O)CC2)c2ccccc21 | 1785 | 1436
COc1ccc(OCc2nnc(NC(=O)Nc3ccc(F)cc3)s2)cc1 | 1791 | 1428
CNc1nc(N/N=C/c2ccc([N+](=O)[O-])cc2)nc(Nc2ccccc2)n1 | 1641 | 1746
Clc1cncc(Cl)c1N/N=C/c1ccncc1 | 1810 | 1548
c1ccc(-c2ccccc2OCCOCCN2CCc3ccccc3C2)cc1 | 1814 | 1360
O=C(Cc1c2ccccc2nc2ccccc12)c1ccccc1 | 1704 | 1484
CC(C)(C)c1csc(N/N=C/c2cccnc2)n1 | 1845 | 1662
O=c1[nH]nc(CNc2ccc(Cl)cc2Cl)c2ccccc12 | 1877 | 1648

Among those listed so far, nine contain a nitro group on carbon.
canonical_smiles | SRC1 TRFRET art | SRC3 TRFRET art
Cc1ccc([N+](=O)[O-])cc1S(=O)(=O)NCCc1c(C)[nH]c2c(C)cccc12 | 1815 | 1491
O=C(Nc1ncc(Cc2ccccc2Cl)s1)c1ccc(-c2cccc([N+](=O)[O-])c2)o1 | 2184 | 1581
C=CCNC(=O)/C(=C/c1cccc([N+](=O)[O-])c1)NC(=O)c1ccccc1 | 1948 | 1724
NCCCC[C@@H]1NC(=O)[C@H](CCC(=O)O)NC(=O)c2cc([N+](=O)[O-])cc(I)c2SC[C@@H](C(=O)NCC(N)=O)NC1=O | 1673 | 1419
N/C(=N\OC(=O)c1cccc([N+](=O)[O-])c1)c1ccccn1 | 1837 | 1553
COc1ccc(NC(=O)CN(C)CC(=O)Nc2ccc(N3CCOCC3)cc2)c([N+](=O)[O-])c1 | 1808 | 1540
O=[N+]([O-])c1ccccc1-c1cc(-c2ccccc2O)n[nH]1 | 1697 | 1524
O=[N+]([O-])c1ccc(NCCNS(=O)(=O)c2ccccc2)cc1 | 1667 | 1364
CNc1nc(N/N=C/c2ccc([N+](=O)[O-])cc2)nc(Nc2ccccc2)n1 | 1641 | 1746

More compounds
canonical_smiles | SRC1 TRFRET art | SRC3 TRFRET art
COc1ccc(-n2c(CNc3ccc(C)cc3)nnc2SCc2ccccc2)cc1 | 1474 | 1284
C1CCN(c2nc(N3CCCC3)nc(N3CCNCC3)n2)C1 | 1750 | 1847
CC(=O)c1cc(CN2C(=O)c3ccccc3C2=O)cs1 | 1671 | 1433
Cc1ccc(O)c(-c2cc(-c3ccccc3[N+](=O)[O-])[nH]n2)c1 | 1577 | 1597
CCOc1ccc(/C=C/C(=O)Nc2cccc(C(C)=O)c2)cc1 | 1697 | 1468
CCC(=O)OCC(=O)Nc1ccc(OC)cc1[N+](=O)[O-] | 1741 | 1453
CCn1cc(C(=O)N2CCN(c3ccccn3)CC2)c(=O)c2cc(S(=O)(=O)N(C)C3CCCCC3)ccc21 | 1626 | 1604
CC(C)OC(=O)c1nnc(Cc2ccc(Cl)cc2)o1 | 1850 | 1437
COc1ccccc1NS(=O)(=O)c1ccc(NN=C2CCCC2)c([N+](=O)[O-])c1 | 1632 | 1326
O=C(N/N=C/C(Br)=C/c1ccccc1)c1cc(-c2ccco2)[nH]n1 | 1947 | 1629
O=C(CN1CCNCC1)NCCSc1ccc(Cl)cc1 | 1724 | 1345
COC(=O)CCc1nc2ccccc2nc1OC | 1717 | 1443
CC(=O)Nc1ccc2nc(NS(=O)(=O)c3ccc(C)cc3)sc2c1 | 1696 | 1668
O=C(NCc1ccccn1)C1CCCCC1 | 1643 | 1587
CCO[C@@H]1OC(C(=O)N2CCN(Cc3ccc4c(c3)OCO4)CC2)=C[C@H](C2CC2)[C@H]1CCCO | 1851 | 1689
CCOc1ccc2nc(NCCNC(=S)NCCCN(C)C)c(C#N)cc2c1 | 1830 | 1480
COc1ccc(S(=O)(=O)Nc2c(C(=O)O)[nH]c3ccccc23)cc1OC | 1852 | 1576
O=C(c1ccccc1)c1ccccc1C(=O)N1CCN(C(=O)c2ccccc2)CC1 | 1772 | 1401
O=C(NNC(=S)NC(=O)c1cccs1)c1ccc(NC(=O)c2ccccc2)cc1 | 1545 | 1605
COc1ccc(CCNC(=O)Cn2c(=O)n(Cc3ccco3)c(=O)c3ccc(Cl)cc32)cc1OC | 2087 | 1382
O=C(Nc1nc(-c2cccc3ccccc23)cs1)c1ccc2c(c1)S(=O)(=O)c1ccccc1C2=O | 1867 | 1614
COc1ccc(NC(=O)N(CCCN(C)C)Cc2cc3cc(OC)ccc3[nH]c2=O)cc1 | 1773 | 1630
COc1ccc(CNC(=O)C(c2ccco2)N(C(=O)c2ccccn2)c2ccccc2)cc1 (centres undefined) | 1694 | 1496
Cc1ccc(/C=N/Nc2nnc(Cc3ccccc3)c(=O)[nH]2)o1 | 1964 | 1647
COc1cccc(NC(=O)Cn2c(=O)n(CCC(=O)NCc3ccco3)c(=O)c3ccccc32)c1 | 1909 | 1552
Cc1ccc(NC(=O)CC2S/C(=N/N=C/c3c[nH]c4ccccc34)NC2=O)cc1 (centres undefined) | 1640 | 1379
Cc1cccc(C)c1NC(=O)N1CCCC1C(=O)Nc1ccc(-n2cnnn2)cc1 (centres undefined) | 1580 | 1416
C=CCn1c(C)cc(-c2csc(NC)n2)c1C | 1781 | 1543
Cc1ccc(C(=O)N2CCN(c3cnn(C)c(=O)c3Cl)CC2)cc1 | 1839 | 1473
CC(C)(C)CC(C)(C)NCC(O)COCCOc1ccc(Br)cc1 (centres undefined) | 1759 | 1680

Further compounds:
canonical_smiles | SRC1 TRFRET art | SRC3 TRFRET art
O=C(CSc1ccc(Cl)cc1)NCc1ccco1 | 1815 | 1653
COc1cc(C2OCC3C(c4ccc(OC5OC(CO)C(O)C(O)C5O)c(OC)c4)OCC23)ccc1O (centres undefined) | 1887 | 1576
O=C(NCC1CCCO1)c1ccc2c(=O)n(CC3CCCO3)c(SCC(=O)N3CCCC3)nc2c1 (centres undefined) | 1928 | 1515
C=CCn1c(-c2ccncc2)n[nH]c1=S | 1808 | 1761
Cc1c(C(C)C)c(=O)n(-c2ccc(S(=O)(=O)NCc3ccccc3)cc2)n1C | 1896 | 1711
CCNc1nc(NCC)n2c(SCC(=O)c3ccc(C(C)C)cc3)nnc2n1 | 1859 | 1576
CCn1c(SCC(=O)N/N=C/c2cc(OC)c(OC)c(OC)c2)nc2ccccc21 | 1859 | 1891
Cc1cccc(OCc2nnc(SCC(=O)N3c4ccccc4Sc4ccc(Cl)cc43)o2)c1 | 1535 | 1574
CCOc1cc(NC(=O)c2ccco2)c(OCC)cc1NC(=O)CCc1ccccc1OC | 2095 | 1607
COc1ccc([N+](=O)[O-])cc1NC(=O)COC(=O)c1ccccn1 | 1863 | 1404
CN(C)/C=C(\C#N)S(=O)(=O)c1ccccc1 | 1745 | 1339
COc1ccc(-c2[nH]ncc2-c2csc(C)n2)c(O)c1 | 1834 | 1690

The list is partial. The share of hits here may be higher or lower than overall.
